mcGAS lum: inhibitors of mouse cGAS | 0.15% of 160,000 active | inhibition, % at 12.5 µM | recombinant cGAS, Kinase-Glo ATP depletion luminescence | Q8C6L5;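 further: 0% = negative control wells and 100% = reference inhibitor with no enzyme activity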
NPYLR7 ag: mosquito NPYLR7 agonism. HEK293T NPYLR7/Galpha15, GCaMP6s calcium fluorescence. activation, % at 10 µM. 0.15% of 270,000 active; in the data active means activation above about 40%;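 further: 0% = vehicle and 100% = reference agonist at the receptor; some compounds past the cut are filed as inactive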
hcGAS lum: inhibitors of human cGAS | Q8N884 | recombinant h-cGAS, ATP depletion, Kinase-Glo luminescence | inhibition, % at 12.5 µM | 0.081% of 290,000 active | AID 1259398;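 further: 0% = vehicle reaction and 100% = reaction without DNA for no activity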
Target sequence (Q8N884 whole entry, looked up): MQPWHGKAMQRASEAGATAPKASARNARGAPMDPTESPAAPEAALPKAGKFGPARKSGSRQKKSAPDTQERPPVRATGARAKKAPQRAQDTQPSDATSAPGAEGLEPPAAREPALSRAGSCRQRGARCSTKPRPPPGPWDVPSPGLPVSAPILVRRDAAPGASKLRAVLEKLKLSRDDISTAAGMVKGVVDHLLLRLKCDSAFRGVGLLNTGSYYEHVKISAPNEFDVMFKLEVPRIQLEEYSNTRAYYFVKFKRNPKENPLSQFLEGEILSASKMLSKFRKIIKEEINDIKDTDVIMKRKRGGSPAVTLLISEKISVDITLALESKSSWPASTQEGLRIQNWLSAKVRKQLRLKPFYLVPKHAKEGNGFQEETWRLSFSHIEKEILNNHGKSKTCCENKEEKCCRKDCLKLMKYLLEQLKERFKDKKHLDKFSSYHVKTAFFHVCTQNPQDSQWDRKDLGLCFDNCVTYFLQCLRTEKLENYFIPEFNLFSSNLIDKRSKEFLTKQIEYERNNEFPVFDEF
Numbers without * were called inactive; · = not tested or not shown; & = joins results of further samples. Unless noted, no stated cut-off is given here; in the data, active means inhibition above about 40%; inactive means the rest. The order is random; about 0.26% have a hit in one of these screens.

compound	hcGAS lum	NPYLR7 ag	mcGAS lum
COc1cccc2sc(N(CCN(C)C)C(=O)c3cc(C)on3)nc12	-12	2	-7
CCCCCN1CCN(c2nc3c(c(=O)[nH]c(=O)n3C)n2Cc2ccc(Cl)c(Cl)c2)CC1	-8	0	-5
Cc1csc2nc(O)c(C(=O)NCCCN3CC(C)CC(C)C3)c(=O)n12 (stereo not drawn)	-7	-1	-3
COc1ccc(C(=O)N2CCCN(CC3CC3)C(C(C)C)C2)c(OC)c1 (stereo not drawn)	-5	12	·
CC(Cc1ccccc1)(NC(=O)CN)c1ccccc1 (stereo not drawn)	2	-1	·
CC(C)(C#N)CCCN1CCc2cc(S(N)(=O)=O)ccc21	-6	-24	·
c1ccc(COC2CCCN(Cc3ccsc3)C2)nc1 (stereo not drawn)	-1	-5	·
c1ccc2sc(N3CCCC(NC4CCSCC4)C3)nc2c1 (stereo not drawn)	1	9	·
Cn1c(=O)cc(OC(=O)c2ccc(S(C)(=O)=O)c(Cl)c2Cl)c2ccccc21	-1	5	·
CCOC(=O)c1nn(-c2ccccc2C)c(=O)cc1OS(=O)(=O)c1ccc2ccccc2c1	0	9	8
CCOC(=O)C1(CCOC)CCN(C(=O)c2ccccc2-c2cccc(C)c2)CC1	-8	5	·
O=C(Nc1ncccc1O)c1cnn(-c2cccc(Cl)c2)c1	-8	-1	·
CNC(=O)CC1(CC(=O)NC)CCCCC1	-13	15	·
Nc1c(Br)cc2oc(-c3ccccc3F)nc2c1Br	-4	1	·
CC(C)(C)OC(=O)NNS(=O)(=O)c1cccc([N+](=O)[O-])c1	-8	4	·
CSc1cccc(NC(=O)Nc2ccc(Nc3cc(-n4ccnc4)ncn3)cc2)c1	-6	-14	-10
CC(CSc1nc2ccccc2s1)Cn1c(N2CCOCC2)nc2c1c(=O)[nH]c(=O)n2C (stereo not drawn)	-6	-7	·
CSc1ncccc1C(=O)N1CCN(c2c(Cc3ccccc3)c(C)nc3ncnn23)CC1	2	21	-4
CCCCC(=O)Oc1c(S(=O)(=O)c2ccc([N+](=O)[O-])cc2)c(C)nn1-c1ccccc1	-3	0	-6
O=C(NCC12C=CC(O1)C1C(=O)N(c3ccccc3F)C(=O)C12)c1ccc(Cl)c([N+](=O)[O-])c1 (stereo not drawn)	-4	-6	·
Cc1ccc(C)c(NC(=O)CSc2nc(=O)n(CCCN(C)C)c3c2CCC3)c1	8	4	0
COc1ccc(Nc2cc(C)nc(N3CCN(C(=O)Cc4ccccc4)CC3)n2)cc1	-7	7	·
CCOC(=O)c1cn[nH]c1S(=O)(=O)Nc1ccc(C)c(Cl)c1	-8	-6	-6
CCOC(=O)C1CCCN(C(=O)c2cccc(CSc3nc(COC)cc(N(C)Cc4ccccc4)n3)c2)C1 (stereo not drawn)	4	·	1
O=S(=O)(NCCNc1nc(-c2cccc(Br)c2)nc2ccccc12)c1cccc(C(F)(F)F)c1	-2	0	-3
Cn1c(=O)[nH]c(=O)c2c1nc(Sc1nc3ccccc3[nH]1)n2CCCc1ccccc1	1	1	·
O=C(NC1(c2nccs2)CCCC1)c1cc(C2CC2)[nH]n1	-7	-18	·
Cc1ccccc1-n1ncc(C(=O)NCc2cccnc2)c1C	-7	20	-5
Cc1cccc(-c2ncc(CNCCNC(=O)c3ccccc3Cl)cn2)c1	-7	13	-13
CCOc1ccccc1C(=O)NCCOc1ccc2nnc(-c3ccc(OC)cc3)n2n1	-5	-13	-11
CC1(C)CCCC1N(CC#N)Cc1ccccc1 (stereo not drawn)	-11	4	·
COc1ccccc1C1CN(Cc2cccc(O)c2)Cc2ccccc2O1 (stereo not drawn)	1	0	-18
CC(=O)N(CCn1cccn1)c1nc2ccccc2s1	-6	-10	-6
COc1ccc(C(=O)NC2CCN(c3ccccc3C(=O)NC(C)c3ccccc3)CC2)cc1 (stereo not drawn)	-4	-5	-3
CN(Cc1ccc(N(C)C)cc1)C(=O)c1ccc(N2CCCS2(=O)=O)cc1	1	-9	·
N#Cc1c2c(c(N3CCOCC3)n3c1nc1ccccc13)CCCC2	-3	-5	·
O=c1[nH]c2ccc(S(=O)(=O)Nc3ccc4cn[nH]c4c3)cc2s1	6	0	·
CN(Cc1ccc2ccccc2n1)C(=O)c1cc(COc2ccccc2)[nH]n1	-4	6	-17
Cc1c(CCNS(=O)(=O)c2ccc(Br)cc2)sc2nc(-c3ccc(F)cc3)nn12	-5	2	-7
CC(C)COC(=O)N1CCCCC1c1cc(C(=O)N2CCOCC2)no1 (stereo not drawn)	-4	1	-5
C=C(C)Cn1c(C(=O)N2CCCC2)cc2ccsc21	-7	16	-5
O=C(NC1CCCN(c2ncccn2)C1)c1csc(Cc2ccccc2)n1 (stereo not drawn)	-3	0	-1
CCN(CC(=O)Nc1c(C#N)c(C)c(C)n1CC1CCCO1)C1CCS(=O)(=O)C1 (stereo not drawn)	-1	4	-6
COc1cccc(C(=O)N(C)C(C)c2c(C)n[nH]c2C)c1OC (stereo not drawn)	1	·	-7
Cc1nc2ccc(C(=O)N(C)Cc3ccccc3)cn2c1N(C)C=O	-4	17	-1
CCCCc1ccc(C(=O)NC(Cc2ccccc2)C(=O)Nc2nnc(-c3ccc(F)cc3)s2)cc1 (stereo not drawn)	-3	7	-6
COc1cc(Cl)ccc1OCc1cc(C(=O)N2CCN(C)C(=O)[C@@H]2C)no1	-8	5	·
Cc1ccsc1C1SCC(=O)N1CCO (stereo not drawn)	-1	1	-3
Cc1ccn2cc(C(=O)N(C)CC3CCN(CCc4ccc(Cl)cc4)CC3)nc2c1	-7	2	-15
O=C(C1=COCCO1)N1CCN(S(=O)(=O)c2ccc(C(F)(F)F)cc2)CC1	-7	-2	·

Compound profiles (already shown):
`CCCCc1ccc(C(=O)NC(Cc2ccccc2)C(=O)Nc2nnc(-c3ccc(F)cc3)s2)cc1` (stereo not drawn) across the screens: hcGAS lum = -3; NPYLR7 ag = 7; mcGAS lum = -6
`Cc1nc2ccc(C(=O)N(C)Cc3ccccc3)cn2c1N(C)C=O` across the screens: hcGAS lum = -4; NPYLR7 ag = 17; mcGAS lum = -1

Remaining list, next part.
compound	hcGAS lum	NPYLR7 ag	mcGAS lum
Cc1cc(C2=NNC(=NCC3CCCO3)SC2)c(C)n1Cc1ccc2c(c1)OCO2 (stereo not drawn)	3	11	·
O=C(c1ccc(Cn2ccnc2)o1)N1CCCC(Nc2ccc(F)cc2)C1 (stereo not drawn)	-5	1	-17
CCc1cc(CNC(=O)c2ccc(OC3CCN(C(C)=O)CC3)c(OC)c2)on1	-6	-3	·
COc1cccc(CN(C)S(=O)(=O)c2ccc(C(F)(F)F)cc2)c1OC	-8	3	·
C#CCOCC(O)CN(CCC(C)C)Cc1cccc(OC)c1 (stereo not drawn)	2	13	-2
CC(=O)CCc1ccc(OCC(O)CN2CCNC(=O)C2)cc1 (stereo not drawn)	-7	2	·
O=C1CC(c2ccccc2)N(C(=O)C2CCN(C(=O)/C=C/c3ccccc3)CC2)CCN1 (stereo not drawn)	-5	10	·
Cc1cc(C)n(CCCC(=O)N2CCCC3(CC2)CN(C)C(=O)O3)n1 (stereo not drawn)	-1	-5	·
Cc1cccc(I)c1C(=O)N1CCSC(C)C1 (stereo not drawn)	-9	3	-17
CC1=C(Cc2ccc3c(c2)OCO3)SC2=NS(=O)(=O)CCN21	-6	3	·

2 successive entries already listed, quoted:
compound	hcGAS lum	NPYLR7 ag	mcGAS lum
Cc1cc(C2=NNC(=NCC3CCCO3)SC2)c(C)n1Cc1ccc2c(c1)OCO2 (stereo not drawn)	3	11	·
O=C(c1ccc(Cn2ccnc2)o1)N1CCCC(Nc2ccc(F)cc2)C1 (stereo not drawn)	-5	1	-17

Additional entries follow.
compound	hcGAS lum	NPYLR7 ag	mcGAS lum
COc1ccc(S(=O)(=O)N(Cc2csc(COc3cc(C)cc(C)c3)n2)C2CC2)cc1	-3	·	-3
CC(=O)Nc1ccc(S(=O)(=O)N2CCC[C@@H]2C(=O)NC2CCCC[C@H]2NC(=O)c2ccc(F)cc2)cc1 (stereo partly drawn)	-10	25	-9
CC(C)(C)SCC(=O)Nc1nnc(-c2ccccc2)s1	-9	0	·
O=C(Nc1ccc(-c2cccc(-c3ccc4c(c3)OCCO4)n2)cc1)c1ccccc1C(F)(F)F	2	8	1
CCNC(=S)NCCN1CCN(C(=S)NCC)CC1	-5	0	·
COc1ccc2[nH]cc(C3CCN(S(=O)(=O)c4cc(C)c(Cl)cc4C)CC3)c2c1	0	7	2
COc1ccc(-c2cc3c(=O)n(CC(=O)Nc4ccc(Oc5ccccc5)cc4)ccn3n2)cc1OC	-8	2	-9
NC(=O)c1cccc(N)c1	-2	7	-3
Cc1ccc(-n2nnnc2CNC(=O)CC2CCCCC2)cc1C	-5	-1	-8
COc1ccccc1C(=O)N1CCC(Cc2ccc(C(F)(F)F)cc2)CC1	1	2	0

Part of the list above in order of heavy-atom count, low to high:
compound	hcGAS lum	NPYLR7 ag	mcGAS lum
CC(C)(C)SCC(=O)Nc1nnc(-c2ccccc2)s1	-9	0	·
O=C(Nc1ccc(-c2cccc(-c3ccc4c(c3)OCCO4)n2)cc1)c1ccccc1C(F)(F)F	2	8	1
COc1ccc(-c2cc3c(=O)n(CC(=O)Nc4ccc(Oc5ccccc5)cc4)ccn3n2)cc1OC	-8	2	-9

(next part)
compound	hcGAS lum	NPYLR7 ag	mcGAS lum
Cc1noc(C)c1NC(=O)c1cccc(CN(C)Cc2nccn2C)c1	-5	5	·
CN1CCN2CCN(C(=O)CCc3ccc(F)cc3F)CC2C1=O (stereo not drawn)	-3	7	·
COc1cccc(C(=O)CSc2nnc(NC(=O)c3ccccc3OC)s2)c1	-4	-2	-6
COc1ccc(CNS(=O)(=O)c2cc(C)ccc2C)cc1OC	-11	14	·
C=CCn1c(CCNC(=O)c2ccccc2)nc2ccccc21	-4	-7	·
CN(Cc1ccc(-n2cccn2)cc1)C(=O)c1cn2c(n1)CNCC2	-5	11	·
COc1ccc(Cc2nc(CSc3nncs3)cs2)cc1	-5	9	-5
COc1ccc(NC(=O)C2OC(c3ccccc3)=NN2C(C)=O)cn1 (stereo not drawn)	-16	35	·
O=C1NCCc2ccc(S(=O)(=O)NC3CCCCC3CO)cc21 (stereo not drawn)	-7	2	·
CC1CN(S(=O)(=O)c2ccc(Br)cc2Cl)CCO1 (stereo not drawn)	-5	6	·
c1ccc2[nH]c(SCc3ccc4nonc4c3)nc2c1	-9	0	·
CO[C@H]1CN(C(=O)c2cccc3cnccc23)CC[C@H]1N	-5	-1	-12
Cc1noc(C)c1C(=O)N1CCC1(C)C(=O)NS(=O)(=O)c1ccccc1Cl (stereo not drawn)	-10	0	·
CCNC(=O)[C@@H]1C[C@H](N)CN1C(=O)C1CCN(Cc2ccco2)CC1	3	4	2
CCOC(=O)c1c(NC(=O)C2CCCCC2)sc(C(=O)Nc2ccccc2F)c1C	-4	-8	·
FC(F)(F)c1ccc(-c2nc3ccc(Cl)cn3c2NC2CCCCC2)cc1	-8&-6	5&-1	-10&-5
Cc1cc(N2CCN(c3cccc(C(F)(F)F)c3)CC2)nc(SCc2ccc(C(=O)NCCN(C)C)cc2)n1	-9	12	-3
O=c1c2nnn(Cc3ccccc3)c2ncn1C/C=C/c1ccccc1	-3	0	·
COCCCN(CC(=O)N1CCc2sccc2C1c1ccc(Cl)cc1Cl)C(=O)c1cccc(OC)c1 (stereo not drawn)	-2	11	-3
CCCc1cc(=O)[nH]c(-n2nc(C)cc2NC(=O)c2cccc(Br)c2)n1	-7	9	-7
Cc1nc(N2CCC(C)CC2)c2c3c(sc2n1)CC(C)CC3 (stereo not drawn)	-4	0	·
Cc1ccccc1N1C(=O)c2cccc3cccc(c23)C1=O	-5	-1	-4
COc1cccc(C(=O)N(CCN2CCOCC2)CC(=O)N(Cc2ccc(F)cc2)Cc2sccc2C)c1	-7	-9	-6
CCCc1cc(C(=O)N2CCC(n3nccc3NC(=O)c3ccccc3C)CC2)n(C)n1	-5	-5	-5
CC(NCC(=O)Nc1ccc(S(=O)(=O)N2CCCCCC2)cc1)c1ccco1 (stereo not drawn)	-10	21	·
Cc1nc2c(=O)n(CC(=O)N3CCc4ccccc43)nc(-c3ccccc3)c2s1	1	3	-7
CC1(C)CC(=O)C2=C(C1)N(CC1CCCO1)C(=O)C2(NC(=O)c1cccs1)C(F)(F)F (stereo not drawn)	-4	0	·
CC(=O)NCCC(=O)N1CCCc2cc(Br)cc(F)c21	1	-3	·
COc1ccc(Cl)cc1NC(=O)CSc1nnc(C)c2cnn(-c3ccc(F)cc3)c12	-7	-7	-13
CC=CCn1c(=O)c2c(nc3n2C(C)C(C)=NN3CCOC)n(C)c1=O (stereo not drawn)	-4	7	-9
COCCN(C)c1ncnc(N(C)CC2CCCO2)c1N (stereo not drawn)	-5	22	·
CCc1nnc(NC(=O)CSc2nc(C)cc(C)n2)s1	-7&-5	3&0	-4
